High-throughput results deposited in PubChem BioAssay by National Center for Advancing Translational Sciences (NCATS).
rTrxR1 inhibitor – rat TrxR1 inhibition; actives 1% (n = 390,000); Potency, µM (highest dose often 114 µM), for inactives: at the highest dose activity change, negative = inhibition, usual class: inhibitors; recombinant rTrxR1, NADPH fluorescence consumption, selenite substrate; O89049; further: potency means the concentration at half of the fitted maximal effect; on the % scale 0 is the no-effect control and ±100 the full control effect; nearly all actives have a fitted effect of over 65% in size
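Rat TrxR1 (90 nM in the dispensed reagent) was pre-reduced with 400 uM NADPH for 5 min at room temperature, then incubated with compound for 15 min. After 400 uM selenite was added, NADPH fluorescence (Ex 340/Em 450 nm) was followed for 8 min.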
D2 antag – D2 dopamine receptor (human) antagonism. HEK293 TREx D2 cells, calcium flux, dopamine EC80. inhibition, % at 10 µM. actives 2% (n = 340,000). AID 485344; in the data active means inhibition above about 30%; further: 0% is about no effect
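In this primary screen, negative modulation is detected by tracking calcium flux after an EC80 dopamine challenge in inducible HEK293 T-REx D2 cells preexposed to test compound for 180 s.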
USP1 inh – blocks the human USP1/UAF1 deubiquitinase complex. O94782. recombinant USP1/UAF1, Ub-Rhodamine cleavage fluorescence. Potency, µM (titrated, usually from 57.1 µM), for the others: top-dose activity change, negative = inhibition, most hits filed as inhibitors. actives 0.23% (n = 390,000). AID 743255; further: potency means the concentration at half of the fitted maximal effect; on the % scale 0 is the no-effect control and ±100 the full control effect; nearly all actives have a fitted effect of over 60% in size; inactives centre near -12
Target sequence (O94782 whole entry, looked up): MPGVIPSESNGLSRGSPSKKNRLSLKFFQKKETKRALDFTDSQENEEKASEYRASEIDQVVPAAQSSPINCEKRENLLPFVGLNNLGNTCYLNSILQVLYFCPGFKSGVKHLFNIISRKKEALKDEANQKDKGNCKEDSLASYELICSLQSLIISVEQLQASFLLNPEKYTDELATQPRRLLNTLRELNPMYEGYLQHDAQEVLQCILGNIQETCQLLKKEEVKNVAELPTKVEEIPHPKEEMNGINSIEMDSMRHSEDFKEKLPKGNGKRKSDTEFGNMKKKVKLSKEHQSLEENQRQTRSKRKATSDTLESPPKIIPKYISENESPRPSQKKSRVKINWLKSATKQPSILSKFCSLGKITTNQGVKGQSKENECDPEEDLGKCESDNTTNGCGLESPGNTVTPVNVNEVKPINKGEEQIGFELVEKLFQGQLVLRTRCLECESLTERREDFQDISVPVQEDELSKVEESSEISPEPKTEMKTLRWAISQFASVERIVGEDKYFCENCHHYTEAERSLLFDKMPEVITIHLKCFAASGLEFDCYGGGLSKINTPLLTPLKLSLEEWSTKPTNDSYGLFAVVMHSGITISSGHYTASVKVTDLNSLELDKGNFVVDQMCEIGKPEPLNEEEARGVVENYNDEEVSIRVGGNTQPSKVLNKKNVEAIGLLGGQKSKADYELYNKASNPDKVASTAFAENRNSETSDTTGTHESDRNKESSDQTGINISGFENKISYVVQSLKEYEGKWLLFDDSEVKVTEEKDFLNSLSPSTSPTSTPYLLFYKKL
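High-throughput fluorogenic screen: 1nM USP1/UAF1 complex, Ub-Rho substrate 150nM final, 50mM HEPES pH 7.8 with 0.5mM EDTA, 0.1 mg/ml BSA, 1mM TCEP and 0.01% Tween-20.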
D2 ag – agonists of human D2 dopamine receptor. P14416. HEK293 T-REx D2 cells, calcium flux agonist mode. activation, % at 2 µM. actives 0.53% (n = 340,000);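 active means activation over 3 SD above normal in the single-dose calcium agonist read, cut at about 30% in these data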; further: 0% is about no effect
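Tetracycline-induced HEK293 Trex cells with D2 receptor force-coupled to calcium signaling, plated overnight at 30 C and loaded with no-wash calcium dye. Calcium flux read kinetically for 180 s after compound addition; responses flag agonists.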
mIDH1 inhibitor – blocks human mutant IDH1 R132H enzyme | AID 602179 | actives 0.093% (n = 390,000) | IDH1-R132H enzyme, NADPH consumption, diaphorase/resazurin fluorescence | Potency, µM (titrated, usually from 76.6 µM), for inactives: top-dose activity change, negative = inhibition, actives largely listed as inhibitors | O75874; further: potency means the concentration at half of the fitted maximal effect; on the % scale 0 is the no-effect control and ±100 the full control effect; nearly all actives have a fitted effect of over 65% in size
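IDH1-R132H (0.5 ug/mL) preincubated 30 min with compound, then NADPH (0.016 mM) and alpha-KG (2 mM) added; 80 min at RT, pH 7.5. Remaining NADPH coupled via diaphorase/resazurin to fluorescence (540/590 nm); concentration-response curves normalized to no-enzyme control.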
TrxR1 substrate – rat thioredoxin reductase 1 substrate activity; O89049; purified TrxR1 substrate turnover, NADPH consumption readout; Potency, µM (series often up to 114 µM), inactives show at the highest dose activity change, negative = substrate turnover; actives 0.01% (n = 390,000); further: potency means the concentration at half of the fitted maximal effect; on the % scale 0 is the no-effect control and ±100 the full control effect; nearly all actives have a fitted effect of over 50% in size
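Rat TrxR1, dispensed at 90 nM, was prereduced with 400 uM NADPH (final) for 5 min at ~22 deg C, then incubated with compound 15 min before 400 uM selenite. A first-read NADPH fluorescence drop versus no-compound background flagged substrates.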
Pin1 inhibitor – human Pin1 inhibition | Q13526 | Pin1 FP peptide displacement, HiFluor488, 10 min | Potency, µM (series often up to 115 µM), for the others: top-dose activity, negative = inhibition, hits mostly inhibitors | actives 0.009% (n = 390,000) | AID 504891; active means well fitted inhibition curve with a large enough effect in the polarisation, with a control signal flat, not every such curve was filed as active; inconclusive means small, poorly fitted or top-dose-only effect, or effect the other way, or a change in a side signal; inactive means no such curve, though single readings can be large or run the other way; the % refers to the polarisation; further: potency means the concentration at half of the fitted maximal effect; on the % scale 0 is the no-effect control and ±100 the full control effect
Target sequence (Q13526 whole entry, looked up): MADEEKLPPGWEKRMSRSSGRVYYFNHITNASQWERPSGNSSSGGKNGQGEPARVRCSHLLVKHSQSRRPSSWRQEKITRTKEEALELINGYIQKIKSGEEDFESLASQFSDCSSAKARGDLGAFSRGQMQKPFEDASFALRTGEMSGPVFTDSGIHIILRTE
TRHR ag – activates the human TRH receptor | P34981 | TRHR cells, calcium flux fluo-8, FDSS agonist mode | actives 0.18% (n = 360,000) | AID 493084 | activation, % at 2 µM; in the data active means activation above about 30%; further: 0% is about no effect
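Fluo-8-loaded TRHR cells; 10 s baseline, compound added, kinetic Ca2+ fluorescence read 1/s, agonist mode.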
TRHR PAM – allosterically enhances the human TRH receptor. actives 0.66% (n = 360,000). P34981. enhancement, % at 2 µM. TRHR cells, fluo-8 calcium fluorescence, EC20 TRH enhancement; in the data active means enhancement above about 30%; further: 0% is about no effect
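Enhancer read-out: after compound pinning and an initial kinetic agonist-mode read, an EC20 of TRH (10 nM final) was injected and fluo-8 calcium signal (Ex 480/Em 530) followed at 1 s/cycle for 100 cycles in TRHR-expressing cells.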
Numbers without * were called inactive; ? = inconclusive; · = not tested or not shown; [ ] = another dose, or the depositor's remark. Unless noted, the call rests on the fitted dose curve; in most records, active means well fitted inhibition curve with a large enough effect; inconclusive means small, poorly fitted or top-dose-only effect; inactive means no such curve, though single readings can be large or run the other way.

nr	smiles	rTrxR1 inhibitor	D2 antag	USP1 inh	D2 ag	mIDH1 inhibitor
1	O=C(CNS(=O)(=O)c1ccccc1)N/N=C/c1ccncc1	27%	-10	-5%	-0.3	-9%
2	Clc1c(CSc2nc3ccccc3o2)nc2ccccn12	5%[2.29 µM]	11	-6%	-0.7	0%
3	CCc1ccc(-c2cnc3nc[nH]c(=O)c3n2)cc1	17%[57.1 µM]	·	-12%	·	6%
4	C[C@H](CO)N1C[C@H](C)[C@@H](CN(C)Cc2ccc(C(=O)O)cc2)Oc2c(NS(=O)(=O)c3ccccc3)cccc2C1=O	14%[57.1 µM]	·	-30%	·	0%
5	O=C(NC1CCCC1)c1cc2c(=O)n3ccccc3nc2s1	23%	-18	-9%	0.3	-9%
6	O=C(C[n+]1cccc(NC(=O)c2ccccc2)c1)c1cccc([N+](=O)[O-])c1	6%	10	-9%	5.1	0%
7	COc1ccc(Oc2cccc(Cl)c2CNC(=O)CCC(=O)O)cc1	12%[57.1 µM]	0	-15%	0.6	6%
8	Cc1cc2ccccc2nc1SCC(=O)N1CCCC1	18%	0	-3%	-0.9	-5%
9	Cc1ccc(S(=O)(=O)N2CCC(C(=O)Nc3cccnc3)CC2)cc1	-6%	·	-15%	·	0%
10	COc1ccc2[nH]c3c(c2c1)CCN1C(=O)C(CC(=O)NCCN2CCOCC2)C[C@H](C(=O)N2CCOCC2)[C@@]31C (stereo not given in full)	10%	·	-10%	·	-12%
11	CCc1c(C)c(C#N)c2nc3ccccc3n2c1N1CCN(c2cc(C)ccn2)CC1	·	-23	·	0.6	·
12	Cc1cccc(N2CCN(c3ccc(N4C(=O)CCCC4=O)cc3[N+](=O)[O-])CC2)c1C	1%	-1	-9%	-1.3	-3%
13	CCOc1cccc(C(=O)Nc2nnc(-c3ccco3)s2)c1	-2%[57.1 µM]	8	-19%	0.2	10%
14	CCOC(=O)CSc1nc(-c2ccncc2)ccc1C#N	6%[57.1 µM]	-21	-12%	-1.0	5%
15	CCCn1c(CCC(=O)O)ccc1-c1ccc(OC)cc1	?	·	-14%	·	1%

nr	TrxR1 substrate	Pin1 inhibitor	TRHR ag	TRHR PAM
1	5%	-4%	0.3	4
2	-1%[2.29 µM]	3%	-1.0	-3
3	64%[activator][57.1 µM]	-4%	·	·
4	1%[57.1 µM]	-14%	·	·
5	353%[activator]	5%	0.2	6
6	1%	4%	1.6	-5
7	9%[57.1 µM]	-3%	0.4	-3
8	-2%	-5%	-0.3	1
9	-7%	?	·	·
10	2%	-2%	·	·
11	·	·	-0.6	-4
12	0%	-4%	-0.2	1
13	-1%[57.1 µM]	?	-0.1	12
14	13%[57.1 µM]	8%	0.8	14
15	61%[activator]	?	-0.7	10

Numbers 5 through 11 from above:
nr	smiles	rTrxR1 inhibitor	D2 antag	USP1 inh	D2 ag	mIDH1 inhibitor
5	O=C(NC1CCCC1)c1cc2c(=O)n3ccccc3nc2s1	23%	-18	-9%	0.3	-9%
6	O=C(C[n+]1cccc(NC(=O)c2ccccc2)c1)c1cccc([N+](=O)[O-])c1	6%	10	-9%	5.1	0%
7	COc1ccc(Oc2cccc(Cl)c2CNC(=O)CCC(=O)O)cc1	12%[57.1 µM]	0	-15%	0.6	6%
8	Cc1cc2ccccc2nc1SCC(=O)N1CCCC1	18%	0	-3%	-0.9	-5%
9	Cc1ccc(S(=O)(=O)N2CCC(C(=O)Nc3cccnc3)CC2)cc1	-6%	·	-15%	·	0%
10	COc1ccc2[nH]c3c(c2c1)CCN1C(=O)C(CC(=O)NCCN2CCOCC2)C[C@H](C(=O)N2CCOCC2)[C@@]31C (stereo not given in full)	10%	·	-10%	·	-12%
11	CCc1c(C)c(C#N)c2nc3ccccc3n2c1N1CCN(c2cc(C)ccn2)CC1	·	-23	·	0.6	·

nr	TrxR1 substrate	Pin1 inhibitor	TRHR ag	TRHR PAM
5	353%[activator]	5%	0.2	6
6	1%	4%	1.6	-5
7	9%[57.1 µM]	-3%	0.4	-3
8	-2%	-5%	-0.3	1
9	-7%	?	·	·
10	2%	-2%	·	·
11	·	·	-0.6	-4

Additional compounds:
nr	smiles	rTrxR1 inhibitor	D2 antag	USP1 inh	D2 ag	mIDH1 inhibitor
16	COC(=O)c1sc(-c2cccs2)cc1NC(=O)/C=C/C(=O)O	-11%	10	-30%	-0.8	4%
17	O=C(NCc1ccc(F)cc1)c1noc2c1CCCCC2	-11%	-16	-12%	0.5	0%
18	CCOc1ccccc1NC(=O)Cn1ncc2c(=O)oc3ccc(C)cc3c21	22%	·	?	0.4	-16%
19	O=C(COc1ccccc1Cl)Nc1ccc(N2CCCC2)cc1	26%	1	-12%	0.0	18%
20	COCCCNC(=O)/C(C#N)=c1\s/c(=C\c2ccccc2OC(F)F)c(=O)n1CCCOC	-2%	-3	-6%	-0.9	1%
21	CC(C)CN(C(=O)COC(=O)Cc1ccc(Cl)cc1)c1c(N)n(Cc2ccccc2)c(=O)[nH]c1=O	14%	-5	-9%	1.2	10%
22	CCOc1ccc(NC(=S)NN(C)C(=S)Nc2ccc(OCC)cc2)cc1	1%	-2	-5%	-3.9	0%
23	Cc1c(S(=O)(=O)N2CCCC(C(=O)O)C2)cnn1C (stereo not given)	-5%[57.1 µM]	9	-17%	-0.4	0%
24	CCc1cc(CNC(=O)CC2C(=O)NCCN2Cc2c(F)cccc2Cl)on1 (stereo not given)	-7%[57.1 µM]	-8	-20%	-0.3	0%
25	CC1(C)NC(=O)N(CC(=O)N2CCCC(C(F)(F)F)C2)C1=O (stereo not given)	10%	·	-22%	·	-1%
26	COc1ccc(OC)c(C(=O)CN2C(=O)N(c3ccc(C)cc3)S(=O)(=O)c3ccccc32)c1	15%[57.1 µM]	·	-15%	-0.3	-17%
27	COc1ccc(NC(=O)c2ccc(-c3nc(COc4ccccc4)c(C)o3)cc2)cc1	25%	·	-16%	·	0%
28	COc1ccc(-c2nnsc2N2C(=O)c3ccccc3C2=O)cc1	6%	11	-28%	-0.4	-7%
29	COC(=O)C(CC(=O)Nc1cc(C)ccc1C)Nc1ccccc1OC (stereo not given)	18%	-9	-17%	-0.3	7%
30	Cc1ccnc(NS(=O)(=O)c2ccc(NC(=O)c3ccc(Br)o3)cc2)n1	14%[57.1 µM]	-8	-23%	-0.9	2%

nr	TrxR1 substrate	Pin1 inhibitor	TRHR ag	TRHR PAM
16	-9%	13%	0.1	-5
17	-8%	4%	-0.4	-1
18	2%	-1%	-0.5	-2
19	5%	-8%	-0.1	1
20	1%	?	-0.3	7
21	1%	24%	1.3	-5
22	-6%	1%	-0.3	-1
23	-5%[57.1 µM]	-3%	1.4	0
24	-4%[57.1 µM]	-5%	0.3	-5
25	-3%	-1%	0.4	-1
26	2%[57.1 µM]	13%	0.5	-1
27	1%	0%	0.7	2
28	-2%	0%	-0.9	-1
29	4%	-3%	0.1	-3
30	11%[57.1 µM]	3%	0.0	0

(cont.)
nr	smiles	rTrxR1 inhibitor	D2 antag	USP1 inh	D2 ag	mIDH1 inhibitor
31	O=C(OCc1cc(Cl)ccc1OC(F)F)c1cc(S(=O)(=O)O)ccc1O	·	16	·	-1.4	·
32	CCC(Oc1ccccc1)C(=O)N1CCN(CC)CC1 (stereo not given)	5%[57.1 µM]	5	-13%	0.2	3%
33	O=C(COC(=O)c1ccccc1F)Nc1cccnc1Cl	20%[57.1 µM]	-3	-7%	0.6	2%
34	Cc1c2cnn(CC(=O)N3CCN(c4ccc(F)cc4)CC3)c(=O)c2c(C)n1Cc1ccccc1F	-2%	·	5%	·	0%
35	COc1ccc(Cl)cc1C(=O)CSc1nnnn1C	11%	4	-3%	0.7	2%
36	COCC(=O)N/N=C/c1c(C)[nH]n(-c2ccccc2)c1=O	14%[57.1 µM]	4	-12%	0.0	2%
37	O=C(NCc1ccccc1Cl)C1CCCN(S(=O)(=O)c2cccc3nonc23)C1 (stereo not given)	0%[57.1 µM]	-6	-11%	-0.3	-6%
38	O=C(c1cccc(Cl)c1)N1CCN(c2ncccn2)CC1	11%	-17	-12%	-0.7	0%
39	O=C(NCCCN1CCN(c2ccccc2F)CC1)C1CCN(S(=O)(=O)c2cccs2)CC1	21%	75*	-9%	70*	3%
40	Nc1ncnc2c(C3OC(CO)C(O)C3O)c[nH]c12 (stereo not given)	12%[11.4 µM]	·	-20%	·	2%
41	Cc1cccc(NC(=O)CC(C)(C)C)c1	15%	5	-5%	-0.1	4%
42	COc1ccc(N(CC(=O)NCCc2ccccc2)C(=O)c2csnn2)cc1OC	16%	8	-17%	0.4	0%
43	CCOC(=O)C1CCN(C2CCN(Cc3nc(-c4ccccc4)no3)CC2)CC1	7%[57.1 µM]	-2	1%	1.8	2%
44	O=C(c1ccc(Cl)cc1[N+](=O)[O-])N1CCOCC1	15%[57.1 µM]	-29	-16%	0.1	4%
45	CC1CCN(C(=O)C2COc3ccccc3C2)CC1 (stereo not given)	11%[57.1 µM]	·	-19%	0.3	10%

nr	TrxR1 substrate	Pin1 inhibitor	TRHR ag	TRHR PAM
31	·	·	0.8	3
32	15%[57.1 µM]	-1%	0.8	4
33	-18%[57.1 µM]	-8%	-2.4	12
34	3%	12%	0.6	-9
35	3%	-1%	0.0	-4
36	5%[57.1 µM]	-2%	0.4	0
37	0%[57.1 µM]	27%	0.2	-9
38	8%	0%	-0.2	3
39	-6%	6%	-0.2	-1
40	12%[57.1 µM]	1%	·	·
41	-3%	-4%	0.2	6
42	4%	-1%	0.6	9
43	-4%	1%	1.2	3
44	6%[57.1 µM]	2%	0.0	2
45	-4%[57.1 µM]	-13%	-0.5	6

Some of the compounds tested. The share of hits here may be higher or lower than overall.
